Screens deposited in PubChem by several laboratories.
DYRK1A inh: Dyrk1A (rat) kinase inhibition. Q63470. ADP-Glo luminescence, NFATc1 peptide. inhibition, % at 12.5 µM. 310,000 tested, 0.43% active. AID 504441; in the data active = inhibition above about 50%;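 note: plate controls were vehicle with enzyme for no effect and no enzyme for full effect; many of its hits are not listed in these tables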
TRPC4 PAM: allosterically enhances the mouse TRPC4 cation channel | Q9QUQ5 | HEK293 TRPC4beta/mu-opioid, DAMGO EC20, Fluo-4 Ca2+ flux; hits give high values | B-score at 10 µM | 310,000 tested, 0.42% active;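 active = B-score of calcium response area above 5 SD of library B-scores, with initial fluorescence ratio within 5 SD of library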;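 note: B-score of integrated fluorescence ratio over time as area under calcium response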
HDAC3 inhib: blocks human histone deacetylase 3 | inhibition, % at 8.3 µM | recombinant HDAC3, fluorogenic peptide/trypsin coupled, fluorescence | 320,000 tested, 0.15% active; in the data active = inhibition above about 26%, passing the limit was not always enough
Target sequence (O15379 whole entry, looked up): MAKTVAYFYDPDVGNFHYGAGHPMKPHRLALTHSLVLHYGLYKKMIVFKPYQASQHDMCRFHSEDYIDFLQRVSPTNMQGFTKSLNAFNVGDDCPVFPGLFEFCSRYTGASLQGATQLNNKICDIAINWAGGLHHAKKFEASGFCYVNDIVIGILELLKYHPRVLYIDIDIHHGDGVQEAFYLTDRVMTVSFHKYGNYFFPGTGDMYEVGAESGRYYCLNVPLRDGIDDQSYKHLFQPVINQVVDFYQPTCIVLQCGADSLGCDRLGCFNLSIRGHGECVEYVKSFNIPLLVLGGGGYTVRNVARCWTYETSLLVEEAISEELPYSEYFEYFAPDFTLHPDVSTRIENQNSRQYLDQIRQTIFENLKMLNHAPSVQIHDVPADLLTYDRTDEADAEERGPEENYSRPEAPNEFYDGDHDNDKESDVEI
KCNQ1 inh: blocks the human KCNQ1 potassium channel; P51787; B-score at 10 µM; CHO-K1 KCNQ1, FluxOR thallium flux fluorescence; hits give high values; 310,000 tested, 1.3% active;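 active = compounds whose thallium flux B-score, printed positive for inhibition, exceeds three library SD while starting fluorescence stays within three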;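 note: channel opened by potassium depolarization with thallium stimulus after 20 min compound exposure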
hERG rescue: compounds protecting human hERG from proarrhythmic drug block. Q12809. CHO-hERG, FluxOR thallium flux, dofetilide IC70 present. activation (rescue from dofetilide block), less the hit threshold, % at 10 µM. 310,000 tested, 0.51% active;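 active = activation above the mean of controls blocked by dofetilide plus 5 SD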;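 note: thallium influx through hERG after potassium depolarization seen as dye fluorescence rise; in these data hits start at about 4.7%; inactives centre near -7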
TMEM16A inh: blocks the mouse calcium-activated chloride channel TMEM16A | Q8BHY3 | HEK293 TMEM16A/YFP iodide influx fluorescence, ionomycin | normalized B-score (activity score, 25-100; higher = stronger inhibition) at 10 µM | 310,000 tested, 1.2% active | AID 588511;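 active = ratio plate-corrected score three or more library SD toward inhibition, starting fluorescence score within five deviations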;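 note: score derived from kinetic fluorescence span divided by baseline fluorescence per well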
KCNQ1 pot: potentiates or activates the human KCNQ1 potassium channel | P51787 | CHO-K1 KCNQ1, thallium flux FluxOR fluorescence; hits give high values | 310,000 tested, 0.35% active | B-score at 10 µM;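 active = fluorescence ratio B-score, a plate-corrected score, at least three library SD, with initial intensity B-score within 5 SD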
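assay system = CHO-K1 cells stably expressing KCNQ1 | medium = assay buffer, equal DMSO in all wells | timing = 37 °C overnight plating, 90-min dark dye load, 20-min compound pretreatment | measured by = kinetic FluxOR thallium fluorescence, 10-s 1-Hz baseline, 110-s post-stimulus read | measure = fluorescence change relative to baseline, converted to B score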
KCNK9 inh: blocks the human KCNK9 two-pore domain potassium channel. Q9NPC2. HEK293 KCNK9, FluxOR thallium flux fluorescence; hits give low values. B-score at 10 µM. 310,000 tested, 1.2% active. AID 488922;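 active = ratio B-score over 3 SD below the library mean, with starting fluorescence within 5 SD of its mean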;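 note: negative B-score means less thallium flux so channel inhibition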
Target sequence (Q9NPC2 whole entry, looked up, the tested form may be a part): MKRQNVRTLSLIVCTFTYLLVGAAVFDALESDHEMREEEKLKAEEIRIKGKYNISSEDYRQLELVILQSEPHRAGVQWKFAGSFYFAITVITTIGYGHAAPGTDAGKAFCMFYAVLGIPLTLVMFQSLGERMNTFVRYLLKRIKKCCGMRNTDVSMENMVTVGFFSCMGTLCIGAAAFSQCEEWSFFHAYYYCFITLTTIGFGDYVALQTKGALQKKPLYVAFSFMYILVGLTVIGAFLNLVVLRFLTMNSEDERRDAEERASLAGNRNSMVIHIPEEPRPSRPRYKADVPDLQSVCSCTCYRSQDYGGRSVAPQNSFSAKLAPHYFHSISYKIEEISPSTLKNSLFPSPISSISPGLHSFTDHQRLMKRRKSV
KCNK3 inh: human KCNK3 channel inhibition, primary screen; B-score at 10 µM; 340,000 tested, 0.84% active; O14649; CHO-KCNK3 thallium flux, FluxOR fluorescence; hits give low values;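 active = B-score under library mean minus 4 SD, starting fluorescence ratio at most library mean plus 5 SD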;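 note: more negative B-score means stronger inhibition of thallium flux through KCNK3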
TMEM16A act: activates or potentiates the mouse TMEM16A chloride channel; 340,000 tested, 0.3% active; Q8BHY3; B-score at 10 µM; HEK293 TMEM16A/YFP-H148Q/I152L, iodide quench fluorescence; hits give low values;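 active = fluorescence-ratio B-score plate-corrected deviation score at least 3 library SD below zero, with starting fluorescence score within 5 deviations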;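 note: channel opened by trigger with iodide after compound preincubation; score built on the fluorescence ratio of max minus min over baseline; more negative score means more quench and so TMEM16A activation or potentiation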
TRPC4 act: TRPC4 (mouse) channel activation. Q9QUQ5. HEK293 TRPC4beta/mu-opioid, Fluo4 calcium fluorescence; hits give high values. 310,000 tested, 0.49% active. AID 2237. B-score at 10 µM;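 active = B-score above 5 SD of library B-scores, and initial fluorescence ratio not above library mean plus 5 SD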;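 note: positive B-score marks a calcium rise read as TRPC4 activation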
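Assay system: HEK293 stable line with TRPC4beta plus mu-opioid receptor; schedule: 45 min room-temperature Fluo4 loading, 110 s read; technique: kinetic Fluo4 calcium fluorescence; evaluation: integrated baseline-normalised fluorescence ratio, converted to per-well B score; controls: buffer (low) and maximal DAMGO (high)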
* marks the source's active call; other numbers are inactive results.

How did CCN(CC)S(=O)(=O)c1cc(NC(=O)CNc2cccc(S(=O)(=O)N3CCCC3)c2)ccc1C do in these assays?
DYRK1A inh: 13; TRPC4 PAM: inactive; HDAC3 inhib: 5; KCNQ1 inh: inactive; hERG rescue: -8; TMEM16A inh: 100*; KCNQ1 pot: inactive; KCNK9 inh: inactive; KCNK3 inh: inactive; TMEM16A act: inactive; TRPC4 act: inactive

What do the screens show for `CCN(C(=O)c1sc(N)c(C#N)c1C)C1CCCCC1`?
DYRK1A inh: 10; TRPC4 PAM: inactive; HDAC3 inhib: 3; KCNQ1 inh: inactive; hERG rescue: -2; TMEM16A inh: inactive; KCNQ1 pot: inactive; KCNK9 inh: inactive; KCNK3 inh: inactive; TMEM16A act: inactive; TRPC4 act: inactive

What do the screens show for `CCc1nc2ccc(C(=O)Nc3ccc4c(c3)OCO4)cc2nc1CC`?
DYRK1A inh: 5; TRPC4 PAM: inactive; HDAC3 inhib: 2; KCNQ1 inh: inactive; hERG rescue: -10; TMEM16A inh: inactive; KCNQ1 pot: inactive; KCNK9 inh: inactive; KCNK3 inh: inactive; TMEM16A act: inactive; TRPC4 act: inactive

How did O=C1Cc2ccccc2C(c2ccc(Cl)cc2)N1 (configuration not stated) do in these assays?
DYRK1A inh: 11; TRPC4 PAM: inactive; HDAC3 inhib: 7; KCNQ1 inh: inactive; hERG rescue: -4; TMEM16A inh: inactive; KCNQ1 pot: inactive; KCNK9 inh: inactive; KCNK3 inh: inactive; TMEM16A act: inactive; TRPC4 act: inactive

Results for CN(C)Cc1c(O)ccc2c1O/C(=C\C=C\c1ccccc1)C2=O ?
DYRK1A inh: 3; TRPC4 PAM: inactive; HDAC3 inhib: 2; KCNQ1 inh: 9*; hERG rescue: -28; TMEM16A inh: inactive; KCNQ1 pot: inactive; KCNK9 inh: inactive; KCNK3 inh: inactive; TMEM16A act: inactive; TRPC4 act: inactive

What do the screens show for `Cc1cccnc1NC1(C(F)(F)F)N=C(c2ccccc2)NC1=O` (configuration not stated)?
DYRK1A inh: -2; TRPC4 PAM: inactive; HDAC3 inhib: 6; KCNQ1 inh: inactive; hERG rescue: -4; TMEM16A inh: inactive; KCNQ1 pot: inactive; KCNK9 inh: inactive; KCNK3 inh: inactive; TMEM16A act: inactive; TRPC4 act: inactive

How did CCC(C)NS(=O)(=O)c1ccc(S(=O)(=O)N(CCc2ccc(OC)c(OC)c2)Cc2cccs2)cc1 (configuration not stated) do in these assays?
DYRK1A inh: -8; TRPC4 PAM: inactive; HDAC3 inhib: 3; KCNQ1 inh: inactive; hERG rescue: -14; TMEM16A inh: inactive; KCNQ1 pot: inactive; KCNK9 inh: inactive; KCNK3 inh: inactive; TMEM16A act: inactive; TRPC4 act: inactive

Results for CSc1ncccc1C(=O)OCc1ccccc1 ?
DYRK1A inh: 3; TRPC4 PAM: inactive; HDAC3 inhib: 15; KCNQ1 inh: inactive; hERG rescue: -3; TMEM16A inh: inactive; KCNQ1 pot: inactive; KCNK9 inh: inactive; KCNK3 inh: inactive; TMEM16A act: inactive; TRPC4 act: inactive

Results for O=C(O)c1ccc(CSCc2c(F)cccc2Cl)o1 ?
DYRK1A inh: 1; TRPC4 PAM: inactive; HDAC3 inhib: -3; KCNQ1 inh: inactive; hERG rescue: -7; TMEM16A inh: inactive; KCNQ1 pot: inactive; KCNK9 inh: inactive; KCNK3 inh: inactive; TMEM16A act: inactive; TRPC4 act: inactive

Results for COc1ccc(-c2cn3cc(Cl)ccc3n2)cc1OC ?
DYRK1A inh: 1; TRPC4 PAM: inactive; HDAC3 inhib: -36; KCNQ1 inh: inactive; hERG rescue: -7; TMEM16A inh: inactive; KCNQ1 pot: inactive; KCNK9 inh: inactive; KCNK3 inh: inactive; TMEM16A act: inactive; TRPC4 act: inactive

Results for Cc1ccc(-n2c(=O)c3c(n4cnnc24)-c2ccccc2CC32CCCCC2)cc1 ?
DYRK1A inh: 12; TRPC4 PAM: inactive; HDAC3 inhib: 2; KCNQ1 inh: inactive; hERG rescue: -4; TMEM16A inh: inactive; KCNQ1 pot: inactive; KCNK9 inh: inactive; KCNK3 inh: inactive; TMEM16A act: inactive; TRPC4 act: inactive

What do the screens show for `COc1cscc1C(N)=O`?
TRPC4 PAM: inactive; HDAC3 inhib: 0; KCNQ1 inh: inactive; hERG rescue: -2; TMEM16A inh: inactive; KCNQ1 pot: inactive; KCNK9 inh: inactive; KCNK3 inh: inactive; TMEM16A act: inactive; TRPC4 act: inactive

How did CCOC(=O)CCc1c(C)nc2cc(C3CCCN(C(=O)OC(C)(C)C)C3)[nH]n2c1=O (configuration not stated) do in these assays?
DYRK1A inh: -4; HDAC3 inhib: -5; TMEM16A inh: inactive; KCNK3 inh: inactive; TMEM16A act: inactive

What do the screens show for `NC(=O)C1CN(S(=O)(=O)c2ccc(Cl)cc2F)c2ccccc2O1` (configuration not stated)?
DYRK1A inh: 1; TRPC4 PAM: inactive; HDAC3 inhib: 1; KCNQ1 inh: inactive; hERG rescue: -9; TMEM16A inh: inactive; KCNQ1 pot: inactive; KCNK9 inh: inactive; KCNK3 inh: inactive; TMEM16A act: inactive; TRPC4 act: inactive

What do the screens show for `Cc1cccc(OCC(=O)NCC(=O)N/N=C/c2ccc(N(C)C)cc2)c1`?
DYRK1A inh: -1; TRPC4 PAM: inactive; HDAC3 inhib: -1; KCNQ1 inh: inactive; hERG rescue: -5; TMEM16A inh: inactive; KCNQ1 pot: inactive; KCNK9 inh: inactive; KCNK3 inh: inactive; TMEM16A act: inactive; TRPC4 act: inactive

Results for CCOC(=O)Cc1c[nH]c2ccccc12 ?
DYRK1A inh: -8; TRPC4 PAM: inactive; HDAC3 inhib: 2; KCNQ1 inh: inactive; hERG rescue: -12; TMEM16A inh: inactive; KCNQ1 pot: inactive; KCNK9 inh: inactive; KCNK3 inh: inactive; TMEM16A act: inactive; TRPC4 act: inactive

How did CCOC(=O)c1c(-c2ccccc2)csc1NC(=O)c1cc(S(=O)(=O)N2CCOCC2)ccc1C do in these assays?
DYRK1A inh: -4; TRPC4 PAM: inactive; HDAC3 inhib: -3; KCNQ1 inh: inactive; hERG rescue: -10; TMEM16A inh: inactive; KCNQ1 pot: inactive; KCNK9 inh: inactive; KCNK3 inh: inactive; TMEM16A act: inactive; TRPC4 act: inactive

How did COc1ccc(N2CCN(CCCNC(=O)c3ccc(CS(=O)(=O)c4ccc(Cl)cc4)o3)CC2)cc1 do in these assays?
DYRK1A inh: -2; TRPC4 PAM: inactive; HDAC3 inhib: 6; KCNQ1 inh: inactive; hERG rescue: -12; TMEM16A inh: inactive; KCNQ1 pot: inactive; KCNK9 inh: inactive; KCNK3 inh: inactive; TMEM16A act: inactive; TRPC4 act: inactive

Results for CCCS(=O)(=O)N1CCCC(C(=O)NCCCOCC)C1 (configuration not stated) ?
DYRK1A inh: -6; TRPC4 PAM: inactive; HDAC3 inhib: -4; KCNQ1 inh: inactive; hERG rescue: -5; TMEM16A inh: inactive; KCNQ1 pot: inactive; KCNK9 inh: inactive; KCNK3 inh: inactive; TMEM16A act: inactive; TRPC4 act: inactive

How did CC(c1ccon1)N(C)C(=O)c1ccc(OC2CCN(C(=O)C3CC3)CC2)cc1 (configuration not stated) do in these assays?
DYRK1A inh: -5; TRPC4 PAM: inactive; HDAC3 inhib: 2; KCNQ1 inh: inactive; hERG rescue: -5; TMEM16A inh: inactive; KCNQ1 pot: inactive; KCNK9 inh: inactive; KCNK3 inh: inactive; TMEM16A act: inactive; TRPC4 act: inactive

Next part, overlapping the part above by 2 compounds.
Results for CCCS(=O)(=O)N1CCCC(C(=O)NCCCOCC)C1 (configuration not stated) ?
DYRK1A inh: -6; TRPC4 PAM: inactive; HDAC3 inhib: -4; KCNQ1 inh: inactive; hERG rescue: -5; TMEM16A inh: inactive; KCNQ1 pot: inactive; KCNK9 inh: inactive; KCNK3 inh: inactive; TMEM16A act: inactive; TRPC4 act: inactive

How did CC(c1ccon1)N(C)C(=O)c1ccc(OC2CCN(C(=O)C3CC3)CC2)cc1 (configuration not stated) do in these assays?
DYRK1A inh: -5; TRPC4 PAM: inactive; HDAC3 inhib: 2; KCNQ1 inh: inactive; hERG rescue: -5; TMEM16A inh: inactive; KCNQ1 pot: inactive; KCNK9 inh: inactive; KCNK3 inh: inactive; TMEM16A act: inactive; TRPC4 act: inactive

What do the screens show for `O=C(O)COc1ccccc1/C=N/NC(=O)c1cc(-c2ccccc2)nc2ccccc12`?
DYRK1A inh: 7; TRPC4 PAM: inactive; HDAC3 inhib: 10; KCNQ1 inh: inactive; hERG rescue: -14; TMEM16A inh: inactive; KCNQ1 pot: inactive; KCNK9 inh: inactive; KCNK3 inh: inactive; TMEM16A act: inactive; TRPC4 act: inactive

Results for CCc1nnc(NC(=O)CCC2CCCCC2)s1 ?
DYRK1A inh: 2; TRPC4 PAM: inactive; HDAC3 inhib: 4; KCNQ1 inh: inactive; hERG rescue: -3; TMEM16A inh: inactive; KCNQ1 pot: inactive; KCNK9 inh: inactive; KCNK3 inh: inactive; TMEM16A act: inactive; TRPC4 act: inactive

What do the screens show for `CCN(CC)Cc1c(C(=O)N/N=C/c2c(Cl)cccc2Cl)nnn1-c1nonc1N`?
DYRK1A inh: 2; TRPC4 PAM: inactive; HDAC3 inhib: 3; KCNQ1 inh: inactive; hERG rescue: -8; TMEM16A inh: inactive; KCNQ1 pot: inactive; KCNK9 inh: inactive; KCNK3 inh: inactive; TMEM16A act: inactive; TRPC4 act: inactive

How did NC(=O)c1oc2ccccc2c1NC(=O)C1CC(=O)N(c2ccccc2)C1 (configuration not stated) do in these assays?
DYRK1A inh: 0; TRPC4 PAM: inactive; HDAC3 inhib: -1; KCNQ1 inh: inactive; hERG rescue: -12; TMEM16A inh: inactive; KCNQ1 pot: inactive; KCNK9 inh: inactive; KCNK3 inh: inactive; TMEM16A act: inactive; TRPC4 act: inactive

How did CCCC(=O)Nc1c2c(nn1-c1ccc(OC)cc1)CS(=O)C2 (configuration not stated) do in these assays?
DYRK1A inh: -5; TRPC4 PAM: inactive; HDAC3 inhib: 2; KCNQ1 inh: inactive; hERG rescue: -9; TMEM16A inh: inactive; KCNQ1 pot: inactive; KCNK9 inh: inactive; KCNK3 inh: inactive; TMEM16A act: inactive; TRPC4 act: inactive

How did CC1(C)CC(NC(=O)C2CCN(S(=O)(=O)c3ccc(F)cc3)CC2)CC(C)(C)N1 do in these assays?
DYRK1A inh: 3; TRPC4 PAM: inactive; HDAC3 inhib: 0; KCNQ1 inh: inactive; hERG rescue: -7; TMEM16A inh: inactive; KCNQ1 pot: inactive; KCNK9 inh: inactive; KCNK3 inh: inactive; TMEM16A act: inactive; TRPC4 act: inactive

This is a subset; rates above refer to the full screens.
